AmpC no deterg – blocks E. coli AmpC beta-lactamase in detergent-free assay; actives 0.52% (n = 330,000); P00811; Potency, µM (titrated, usually from 57.1 µM), for inactives: top-dose activity change, negative = inhibition, actives largely listed as inhibitors; AmpC nitrocefin hydrolysis, absorbance 480 nm, 0.0001% Triton; AID 485341;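 note: potency is the fitted concentration of half-maximal effect; plate controls were no compound for no effect and no enzyme for full effect; nearly all actives have a fitted effect of over 20% in size; some results filed as inactive show a strong effect at the top dose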
Target sequence (P00811 whole entry, looked up): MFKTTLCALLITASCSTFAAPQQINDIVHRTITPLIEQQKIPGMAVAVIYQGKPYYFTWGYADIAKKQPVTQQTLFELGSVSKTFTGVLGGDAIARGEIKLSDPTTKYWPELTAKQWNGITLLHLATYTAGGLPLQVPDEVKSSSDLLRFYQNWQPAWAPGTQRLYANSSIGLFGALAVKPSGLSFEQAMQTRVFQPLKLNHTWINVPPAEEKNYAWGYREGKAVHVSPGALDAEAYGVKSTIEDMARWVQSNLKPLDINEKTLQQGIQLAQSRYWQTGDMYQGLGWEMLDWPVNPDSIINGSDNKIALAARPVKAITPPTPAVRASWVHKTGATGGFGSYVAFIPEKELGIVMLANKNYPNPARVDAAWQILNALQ
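AmpC (5.3 nM in the dispensed reagent) in 20 mM phosphate pH 7.0 with 0.01% (detergent screen) or 0.0001% Triton X-100 was preincubated with compounds for 15 min at room temperature. Nitrocefin was then added from an 800 uM solution, and hydrolysis was followed at 480 nm.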
LmPK inhibitor – LmPK (Leishmania mexicana) enzyme inhibition | purified LmPK, Kinase-Glo ATP luminescence, 1 h | Potency, µM (top dose mostly 57.5 µM), for the others: at the highest dose activity change, negative = inhibition, hits mostly inhibitors | actives 0.37% (n = 290,000) | AID 1721; note: potency is the fitted concentration of half-maximal effect
Target sequence (Q27686 whole entry, looked up): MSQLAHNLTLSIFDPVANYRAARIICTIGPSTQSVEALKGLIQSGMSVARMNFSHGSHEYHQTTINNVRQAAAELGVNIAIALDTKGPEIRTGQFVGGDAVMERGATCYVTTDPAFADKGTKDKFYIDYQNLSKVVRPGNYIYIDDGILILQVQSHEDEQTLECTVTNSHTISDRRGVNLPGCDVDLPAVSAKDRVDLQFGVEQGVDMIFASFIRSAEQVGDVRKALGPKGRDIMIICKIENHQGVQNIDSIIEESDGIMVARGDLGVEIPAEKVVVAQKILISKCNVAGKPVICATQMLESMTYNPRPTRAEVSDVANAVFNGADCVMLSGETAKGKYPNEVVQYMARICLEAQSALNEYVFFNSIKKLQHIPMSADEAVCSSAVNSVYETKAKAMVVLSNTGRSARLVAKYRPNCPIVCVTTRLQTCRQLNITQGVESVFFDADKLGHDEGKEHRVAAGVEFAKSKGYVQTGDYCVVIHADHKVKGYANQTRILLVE
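Screened at intermediate enzyme activity to detect both inhibitors and activators: LmPK at 0.1 nM, with a 0.5 nM enzyme column as activation reference. PEP 0.5 mM, ADP 0.1 mM; ATP detected by luminescence after 1 h.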
HCMV antiviral – blocks human cytomegalovirus replication; HFF cells, HCMV-luciferase reporter, 72 h; active compounds read low; activity change, negative = inhibition, % at 57.5 µM; actives 4.5% (n = 410,000); AID 1259415; in the data active = activity change below about -60%; inconclusive = no clear call, values can overlap the other calls; inactive = above about -39%
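Human foreskin fibroblasts infected with luciferase-reporter HCMV at MOI 1 PFU/cell, compounds at two doses. Luciferase measured 72 h post infection; normalized to buffer-only basal and Salinomycin (10uM) controls.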
HCV inh – HCV inhibition. Potency, µM (highest dose often 41.8 µM), without a hit: at the highest dose activity change, negative = inhibition, usual class: inhibitors. Huh7.5.1 HCVcc-Cre infection, luciferase reporter, 44 h. actives 3.4% (n = 340,000). AID 651820; note: potency is the fitted concentration of half-maximal effect
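A cell-based infection assay in which seeded cells (1,000 per well) receive test compound after 4 h, are inoculated with HCVcc-Cre at approximately 0.5 moi, and are incubated 44 h before luminescence detection.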
AmpC inh detg – AmpC beta-lactamase inhibition with detergent present | P00811 | AmpC hydrolysis of nitrocefin, absorbance 480 nm, 0.01% Triton | Potency, µM (top dose mostly 114 µM), without a hit: at the top dose activity change, negative = inhibition, usual class: inhibitors | actives 0.041% (n = 370,000);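 note: potency is the fitted concentration of half-maximal effect; 0% = no-compound wells and -100% = no-enzyme wells; nearly all actives have a fitted effect of over 25% in size; some results filed as inactive show a strong effect at the top dose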
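AmpC (5.3 nM in the dispensed reagent) in 20 mM phosphate pH 7.0 with 0.01% (detergent screen) or 0.0001% Triton X-100 was preincubated with compounds for 15 min at room temperature. Nitrocefin was then added from an 800 uM solution, and hydrolysis was followed at 480 nm.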
TbPYK inhibitor – T. brucei pyruvate kinase inhibition; Potency, µM (highest dose often 76.8 µM), for inactives: at the top dose activity, negative = inhibition, usual class: inhibitors; TbPYK enzyme, Kinase-Glo Plus ATP luminescence, 45 min; Q57TT1; actives 0.12% (n = 410,000); note: potency is the fitted concentration of half-maximal effect; nearly all actives have a fitted effect of over 50% in size
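ADP (130 uM final) triggers the TbPYK reaction after compound addition; incubation is 45 min at room temperature. Kinase-Glo Plus is then added and luminescence imaged. Normalized data are fitted to concentration-effect curves.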
AMA1-RON2 inh – disrupts binding of P. falciparum AMA1 to RON2; AlphaScreen AMA1-biotinylated RON2 peptide binding; Potency, µM (series often up to 58.2 µM), for the others: at the top dose activity change, negative = inhibition, most hits filed as inhibitors; actives 0.2% (n = 360,000); AID 720542;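 note: potency is the fitted concentration of half-maximal effect; 0% = vehicle wells and -100% = peptide control; nearly all actives have a fitted effect of over 45% in size; some results filed as inactive show a strong effect at the top dose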
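AMA1 (3D7) with his tag at 25 nM final met compounds first, then biotinylated RON2 peptide at 25 nM; detection used donor plus acceptor beads, 10 µg/mL apiece, read by AlphaScreen after 30 min at room temperature.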
* hit, by the source's call; ? = inconclusive; · = not tested or not shown; & = joins results of further samples; [ ] = another dose, or the depositor's remark. Unless noted, calls come from the whole dose curve; as a rule, active = well fitted curve in the direction sought with a large enough effect; inconclusive = small, poorly fitted or top-dose-only effect, or another doubt; inactive = no such curve, though single readings can be large; an effect the other way counts as inactive or inconclusive. Unless noted, % is set by controls: 0 for no effect and ±100 for the full control effect. Rows were taken by chance, and some 7.5% of all compounds hit somewhere here.

SMILES	AmpC no deterg	LmPK inhibitor	HCMV antiviral	HCV inh	AmpC inh detg	TbPYK inhibitor	AMA1-RON2 inh
N#CCCN(Cc1ccccc1)C(CCc1ccccc1)C(=O)NC1CCCCC1 (configuration not stated)	·	·	-3.8	·	·	1.5%	19.3%
Cc1cccc(C)c1NC(=O)CNC(=O)Cc1ccccc1[N+](=O)[O-]	-3.2%	-2.5%	11.1	0.8%	-9.7%	-6.6%	-2.9%
CSCC[C@H](N)C(=O)NC[C@H]1O[C@@H](n2cnc3c(N)ncnc32)[C@H](O)[C@@H]1O	-41.3%	·	-14.3	-8.0%	·	-1.8%	17.2%
CSCC[C@H](NC(=O)CCn1nnc2ccccc2c1=O)C(=O)O	-10.9%	-2.1%	66.6	15.9%	-10.5%	0.4%	-0.1%
CCOC(=O)C1CCN(C(=O)c2sccc2Cl)CC1	-0.5%	1.3%	35.5	19.6%	-6.7%	0.7%	-2.7%
N#Cc1ccccc1Cn1c(=O)n(-c2ccc(CC(=O)NCc3ccco3)cc2)c(=O)c2sccc21	-54.3%	17.2%	16.1	6.2%&2.9%	-17.6%	-1.4%	5.4%
Cc1nn(CC(=O)NC2CC2)c(C)c1S(=O)(=O)N(C)C	·	·	9.2	·	·	4.7%	-1.8%
CC(=O)c1cnc2cc(-c3ccc(Cl)cc3)nn2c1C	-17.9%	2.7%	119.1	0.8%	1.6%	-5.3%	21.5%
CCOC(=O)c1ccc(CSc2ncn[nH]2)o1	-16.4%	-6.1%	-21.0	6.4%	?	-10.4%	8.6%
Cc1cc(C)n2nc(SC(C)C(=O)NC3CCCCC3C)nc2n1 (configuration not stated)	-6.2%	·	-10.9	18.3%	-15.2%	-5.1%	-1.9%
O=C(CSc1ccccc1)Nc1ccc(N2CCN(c3ccccc3)CC2)c(F)c1	-2.9%	3.4%	-14.0	-7.2%	-1.7%	-2.6%	3.2%
O=C(CSc1nc2ccccc2s1)NCC1CCCO1 (configuration not stated)	-11.0%	-8.7%	10.6	22.2%	-6.0%	-3.6%	26.9%
Cc1ccc(C)n1NC(=O)c1ccc(O)cc1	-36.5%	6.1%	34.2	27.4%	-8.1%	-15.6%	-6.2%
CCOC(=O)N1CCN(C(=O)CSCC(=O)Nc2nc(-c3ccccc3)cs2)CC1	63.7%[activator]	1.4%	·	?	?	-6.0%	-4.6%
CN(C)c1ccc(C(=O)OCC(=O)c2cccs2)cc1	0.4%	2.2%	41.6	-17.1%	-0.5%	-7.6%	5.4%
CC1CCc2c(sc3nnn(Cc4ccc(F)cc4)c(=O)c23)C1 (configuration not stated)	·	·	-0.8	·	23.8%	-3.3%	·
CCN1CCN(C(=O)COc2ccc(S(=O)(=O)Nc3ccc(Cl)cc3)cc2)CC1	74.0%[activator]	2.9%	?	·	0.3%	-10.8%	-3.9%
CCCOC1CCCN(C(=O)CCCn2nnnc2CN2CCOCC2)C1 (configuration not stated)	13.6%	-5.2%	-1.4	0.2%	-5.0%	-4.8%	-5.0%
Cc1nn(C(C)C(=O)NCc2ccccc2)c(C)c1[N+](=O)[O-] (configuration not stated)	-0.3%	-0.2%	9.4	-20.0%	1.8%	-15.5%	-1.4%
Cc1ccsc1CN(C(=O)COc1ccc(Cl)cc1)C1CCS(=O)(=O)C1 (configuration not stated)	·	·	-7.2	·	17.5%	-0.7%	·
O=C(CCCCCn1c(=S)[nH]c2ccc(N3CCOCC3)cc2c1=O)NCc1ccccc1Cl	-19.8%	1.3%	-39.4	?	-2.1%	-1.4%	47.4%[activator]
O=c1c(Cc2ccccc2)c(O)c2cccc3c4c(n1c23)CCCC4	7.94µM*	4.6%	21.0	24.2%	-0.3%	-14.3%	-17.2%
Cc1ccc(S(=O)(=O)NC2CCCCCCC2)cc1	-34.0%	2.7%	5.2	7.3%	2.8%	-12.1%	19.2%
COc1ccc(C2CC(c3cccs3)=NN2C(=O)c2ccc(Br)o2)cc1 (configuration not stated)	-16.6%	7.8%	?	10µM*	-6.6%	14.5%	-10.0%
COc1ccc(C2(C)NC(=O)N(CC(=O)Nc3ccc(Br)cc3F)C2=O)cc1OC (configuration not stated)	31.7%	1.3%	-16.9	?	1.8%	4.4%	1.1%
COc1ccc(-c2cc3ccccc3n2CC(O)CN2CCC(C)CC2)cc1 (configuration not stated)	45.9%	7.1%	-17.6	0.5%	4.0%	-14.1%	-20.7%
CCOC(=O)C1=C(COC(=O)c2sccc2C)NC(=O)NC1C (configuration not stated)	-22.0%	·	-2.5	-20.6%	?	0.9%	13.9%
CCCCN(C=O)c1c(CC)nc2c(OCc3ccc(Cl)cc3Cl)cccn12	·	·	-12.2	·	·	-1.1%	7.8%
COc1cccc(NC(CNS(=O)(=O)c2ccc(Cl)cc2)c2ccccc2)c1 (configuration not stated)	·	·	-99.8*	·	24.8%	0.4%	·
CCCCN(C(=O)COc1ccc(NC(C)=O)cc1)C1CCS(=O)(=O)C1 (configuration not stated)	-40.2%	-0.2%	?	18.3%	-0.2%	2.2%	-10.4%
CC(C)N(C(=O)c1ccccc1-c1ccccc1)C(C)C	8.8%	-0.1%	-4.2	?	1.7%	-3.8%	7.6%
CCC(Oc1ccccc1OC)C(=O)Nc1ccc2c(c1)OCCO2 (configuration not stated)	-13.5%	-10.2%	-3.8	-8.2%	2.0%	-3.1%	-6.5%
CCC(=O)N1CCc2cc(S(=O)(=O)NC(C(=O)NCCc3ccc(OC)c(OC)c3)C(C)C)ccc21 (configuration not stated)	·	·	-29.3	·	-0.2%	0.0%	·
CCN(CC(=O)NCc1ccc(Cl)cc1)S(=O)(=O)c1ccc(NC(C)=O)cc1	0.2%	-0.5%	-20.2	-11.9%	-10.8%	-2.3%	9.4%
O=C(Nc1cc2c3c(c1)CC(=O)N3CCC2)c1ccccc1F	-11.4%	·	-32.1	-15.0%	2.6%	-1.3%	16.9%
Cc1ccccc1N1CCN(C(=O)C2CCCCC2)CC1	9.0%	-9.2%	-6.3	10.0%	-9.3%	-2.2%	-2.1%
Cc1cc(=O)oc2c1ccc1oc(/C(=N/O)c3ccccc3)c(C)c12	-26.0%	6.1%	13.8	6.31µM*	-9.2%	0.4%	-20.9%
O=C(NCc1cccnc1)C1CCN(C(=O)c2ccc(Cl)cc2Cl)CC1	2.5%	-1.3%	6.2	5.3%	-6.4%	-18.1%	0.0%
CC1(C(=O)NCc2ccccc2Br)CCN1Cc1ccc(-c2ccccc2)o1 (configuration not stated)	·	·	?	·	·	-9.4%	?
CCN(CC)CCSc1nnc2c3ccccc3n(Cc3ccccc3)c2n1	110.8%[activator]	-8.9%	?	11.2µM*	-14.5%	5.1%	0.0%

Molecules from the list above that have a furan ring, fused or not (five):
SMILES	AmpC no deterg	LmPK inhibitor	HCMV antiviral	HCV inh	AmpC inh detg	TbPYK inhibitor	AMA1-RON2 inh
N#Cc1ccccc1Cn1c(=O)n(-c2ccc(CC(=O)NCc3ccco3)cc2)c(=O)c2sccc21	-54.3%	17.2%	16.1	6.2%&2.9%	-17.6%	-1.4%	5.4%
CCOC(=O)c1ccc(CSc2ncn[nH]2)o1	-16.4%	-6.1%	-21.0	6.4%	?	-10.4%	8.6%
COc1ccc(C2CC(c3cccs3)=NN2C(=O)c2ccc(Br)o2)cc1 (configuration not stated)	-16.6%	7.8%	?	10µM*	-6.6%	14.5%	-10.0%
Cc1cc(=O)oc2c1ccc1oc(/C(=N/O)c3ccccc3)c(C)c12	-26.0%	6.1%	13.8	6.31µM*	-9.2%	0.4%	-20.9%
CC1(C(=O)NCc2ccccc2Br)CCN1Cc1ccc(-c2ccccc2)o1 (configuration not stated)	·	·	?	·	·	-9.4%	?

Additional results follow.
SMILES	AmpC no deterg	LmPK inhibitor	HCMV antiviral	HCV inh	AmpC inh detg	TbPYK inhibitor	AMA1-RON2 inh
O=C(CN(c1ccccc1)S(=O)(=O)c1ccc(F)cc1)NC1CCCCCC1	-8.2%	5.8%	-16.7	6.7%	2.2%	-9.8%	-6.6%
CCCCOc1ccc(S(=O)(=O)NC(=O)C2(C)CCN2C(=O)c2c(C)noc2C)cc1 (configuration not stated)	·	·	1.8	·	·	0.3%	-0.5%
CCc1ccccc1Nc1nc(N)nc(COC(=O)C2=COCCO2)n1	-17.1%	·	-19.6	5.0%	-0.3%	3.9%	-4.6%
COCCN(C(=O)c1csnn1)C(C(=O)NC1CCCCC1)c1ccccc1F (configuration not stated)	63.2%[activator]	2.4%	-17.2	-1.0%	-6.7%	6.2%	4.0%
CCCCCCOc1ccc(N2C(=O)CC(SC(=NCC)NCC)C2=O)cc1 (configuration not stated)	-34.8%	16.8%	?	-2.4%	0.6%	-2.8%	95.1%[activator]
C[C@@H]1CN([C@H](C)CO)C(=O)c2cccc(NC(=O)NC3CCCCC3)c2O[C@@H]1CN(C)C(=O)Nc1ccc(C(F)(F)F)cc1	256.4%[activator]	·	·	?	·	-6.0%	-6.2%
Cc1n[nH]c(C)c1CCCCOc1ccccc1	-5.7%	3.4%	-82.4*	-30.0%	-8.1%	-3.1%	-7.8%
O=C(O)c1cccnc1SCC(=O)C12CC3CC(CC(C3)C1)C2	-19.4%	0.5%	42.0	17.2%	-9.5%	2.0%	-13.3%
CN1CCN(CC(=O)Nc2sc3c(c2C(=O)Nc2ccccc2)CCCC3)CC1	62.0%[activator]	0.3%	18.6	?	4.2%	2.0%	20.4%
CC(=O)Nc1cccc(NC(=O)CCN2C(=O)c3ccccc3S2(=O)=O)c1	-15.3%	·	1.5	7.0%	-19.2%	-3.1%	-15.1%
COc1ccc(C)cc1NC(=O)c1nn(C)cc1Br	-0.8%	-0.4%	-11.9	?	-4.4%	-2.8%	12.9%
O=C1NC[C@@H](CCCCN2C[C@H](Cc3ccccc3)N(CC3CCCCC3)C(=O)C2=O)N(Cc2ccccc2)C1=O	·	·	-22.4	·	·	1.0%	-1.7%
CCC1CN(CC(=O)NCc2cccc(Br)c2)c2ccccc2S1 (configuration not stated)	·	·	17.0	·	21.4%	-3.9%	·
C=CCc1ccc(OCCCCCN2CCOCC2)c(OC)c1	76.6%[activator]	-5.2%	-1.1	?	-0.7%	-4.6%	-21.1%
COCCNC(=O)CN1N=C(c2ccc(C)cc2)CCC1=O	-6.8%	1.3%	41.7	16.1%	?	1.2%	-7.0%
O=C(CSc1nc2cc3ccccc3cc2[nH]1)Nc1ccc(F)cc1	·	3.7%	8.1&55.3	-16.6%	23.6%&-7.5%	2.5%&-0.8%	4.0%

Bioassay records from PubChem.
